aSyn 5UTR inh: MLPCN primary screen, SNCA 5' untranslated region; alpha-synuclein 5'UTR reporter, inhibitor activity; inhibition, % (tested at 7.5 µM); hit rate 0.82% among 300,000; in the data active means inhibition above about 60%; inconclusive means no clear call, values can overlap the other calls;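 further: H4 neuroglioblastoma cells stably carrying SNCA 5'UTR luciferase fusion; 0% = DMSO wells and 100% = positive control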
IEC-6 cytotox: IEC-6 cytotoxicity, counter-screen for KLF5 inhibitors; luminescence viability; inhibition, % at 5 µM; hit rate 0.78% among 290,000; AID 1825; in the data active means inhibition above about 22%;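 further: 0% = plate median of test compound wells and 100% = cytotoxic reference compound wells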
HSF1 inhib: HSF1 inhibition. NIH3T3-HGL HSE-luciferase, MG132-induced, luminescence 8 h; stronger effect = lower value. activity change, negative = inhibition, % at 7.5 µM (by protocol). hit rate 0.77% among 300,000. AID 2098;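 active means more than half of replicate wells show activity change below -50%, luminescence cut by over half; inconclusive means some wells, but at most half, below -50%; inactive means no replicate well below -50%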;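 further: luciferase reports HSF-1 transcriptional activity via heat shock element; 0% = median of DMSO wells and -100% = zero luminescence signal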
HSP90 inh: inhibitors of HSP90 luciferase refolding in rabbit reticulocyte lysate | hit rate 0.91% among 290,000 | AID 1789 | luciferase refolding luminescence, 3 h | inhibition, % at 5.6 µM;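 active means inhibition above the screen-wide mean plus 3 SD, computed separately per campaign, cut at about 16% in these data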;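 further: 0% = DMSO wells and 100% = 60 µM geldanamycin wells; inhibitors lower the luminescence because luciferase stays unfolded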
AI-2 QS modul: modulates the Vibrio harveyi AI-2 quorum sensing system; Vibrio harveyi JMH597 AI-2 luminescence/OD600 ratio, 9 h; stronger effect = lower value; strain lacks LuxN and CqsS sensors; 0 = neutral-control median; activity change, % at 7.5 µM; AID 2094; hit rate 0.4% among 300,000; in the data active means activity change below about -75%, passing the limit was not always enough; inconclusive means no clear call, values can overlap the other calls;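 further: luminescence divided by OD600 gain over 9 h not by final OD600 alone; inactives centre near 13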
KLF5 inhibitor: suppresses KLF5 promoter-driven expression; DLD-1 KLF5 promoter-luciferase reporter, luminescence; inhibition, % at 5 µM; hit rate 0.23% among 290,000; AID 1700;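 active means inhibition above a per-plate limit of that plate's mean compound inhibition plus 3 SD, cut at about 60% in these data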;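 further: 0% = DMSO wells and 100% = LY294002 at 200 µM; higher means less KLF5 promoter-driven luciferase light; inactives centre near -14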
HIF act: HIF pathway transcriptional activation | U2OS HRE-luciferase reporter, luminescence; normalized: DMSO 0%, desferrioxamine 100% | activation, % at 7.5 µM (by protocol) | hit rate 0.32% among 300,000 | AID 1910;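 active means mean activation of at least 10% of the iron chelator positive control signal, with at least half of replicates also reaching 10%; inconclusive means mean and replicate majority disagree about reaching 10%; inactive means mean and most replicates under 10%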
GSK3beta inhib: inhibitors of human GSK3beta kinase | P49841 | hit rate 0.038% among 300,000 | GST-GSK3beta kinase, ADP-Glo luminescence, 60 min; stronger effect = lower value | AID 2097 | activity score (negative = inhibition), % at 10 µM;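 active means more than half of replicate wells score below -50%, meaning over 50% inhibition versus plate controls; inconclusive means some replicates but at most half score below -50%; inactive means no replicate scores below -50%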;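 further: 0% = median DMSO wells and -100% = median GW8510 positive control wells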
Target sequence (P49841 whole entry, looked up): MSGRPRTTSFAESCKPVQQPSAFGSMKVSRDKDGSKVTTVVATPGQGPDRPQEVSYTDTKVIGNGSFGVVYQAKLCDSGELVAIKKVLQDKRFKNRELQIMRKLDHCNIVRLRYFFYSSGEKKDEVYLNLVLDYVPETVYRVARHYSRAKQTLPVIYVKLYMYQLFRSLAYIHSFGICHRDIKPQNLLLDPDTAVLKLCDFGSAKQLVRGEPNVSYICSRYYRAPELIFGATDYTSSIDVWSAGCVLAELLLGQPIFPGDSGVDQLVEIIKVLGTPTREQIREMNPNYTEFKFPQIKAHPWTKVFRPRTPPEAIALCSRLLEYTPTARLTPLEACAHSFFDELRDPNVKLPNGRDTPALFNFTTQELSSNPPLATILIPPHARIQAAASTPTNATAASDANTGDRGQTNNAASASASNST
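Assay system: GST-tagged human GSK3beta kinase, cell-free; Input: 1.6 ng GSK3beta; Medium: Tris/MgCl2 kinase buffer; Timing: 60 min enzyme reaction, room temperature; Signal: ADP-Glo luminescence quantifying ADP generated by kinase; Evaluation: score relative to plate controls; Benchmarks: DMSO neutral wells and GW8510 at 20 µM as positive.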
HSF-1 act: increases HSF-1 driven luciferase reporter signal; activation, % at 9 µM; NIH3T3-HGL HSF-1 luciferase reporter, MG132, 8 h; 100% = twice DMSO control signal; AID 504408; hit rate 1.7% among 300,000;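 active means mean replicate activation of at least 50% with a set share of replicates each reaching 50%; inconclusive means only one of those two conditions met; inactive means mean below 50% and too few replicates reaching it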;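 further: 0% = median of the neutral control wells and 100% = twice that signal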
GSK3A inh: inhibitors of human GSK-3 alpha kinase. ADP-Glo luminescence, 60 min. inhibition, % at 10 µM. hit rate 0.1% among 320,000;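 in the data active means inhibition above about 50%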;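 further: GST-tagged GSK-3 alpha with peptide substrate and 25 µM ATP; 0% = DMSO neutral wells and 100% = GW8510 positive control wells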
Target sequence (P49840 whole entry, looked up): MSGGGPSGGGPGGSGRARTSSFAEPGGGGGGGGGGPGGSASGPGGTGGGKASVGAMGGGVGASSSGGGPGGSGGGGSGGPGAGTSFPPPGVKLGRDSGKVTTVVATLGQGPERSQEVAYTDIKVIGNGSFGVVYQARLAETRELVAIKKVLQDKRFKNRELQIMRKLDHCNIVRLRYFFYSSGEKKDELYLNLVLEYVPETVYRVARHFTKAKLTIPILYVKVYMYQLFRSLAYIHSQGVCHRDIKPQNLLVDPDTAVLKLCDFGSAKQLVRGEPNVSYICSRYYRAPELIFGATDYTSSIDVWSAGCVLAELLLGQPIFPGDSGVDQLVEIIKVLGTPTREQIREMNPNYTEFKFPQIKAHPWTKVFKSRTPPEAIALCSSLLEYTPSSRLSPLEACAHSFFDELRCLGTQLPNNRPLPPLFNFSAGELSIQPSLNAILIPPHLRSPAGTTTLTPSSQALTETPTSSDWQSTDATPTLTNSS
* marks the source's active call; other numbers are inactive results; ? = inconclusive; nt = no result given.

SMILES	aSyn 5UTR inh	IEC-6 cytotox	HSF1 inhib	HSP90 inh	AI-2 QS modul	KLF5 inhibitor	HIF act	GSK3beta inhib	HSF-1 act	GSK3A inh
O=C(Nc1ccc2nc(SCc3ccc(Cl)cc3)sc2c1)c1ccccc1C(=O)N1CCOCC1	-15	-4	18	4	40	-2	-2.0	-3	3	nt
O=[N+]([O-])C1=C(Nc2cccc3ccccc23)CS(=O)(=O)C1	0	2	0	3	17	-3	-0.3	2	5	-4
Cc1ccccc1-c1nc(CN2CCC(C(=O)NC3CC3)CC2)c(C)o1	4	6	-3	0	3	-4	-0.2	0	-8	-1
NS(=O)(=O)c1ccc(CNC(=S)NC2CC2)cc1	-15	4	2	0	10	-5	-0.4	2	37	-1
Cc1cccc(NS(=O)(=O)c2coc(C(N)=O)c2)c1C	-25	2	1	-5	16	-32	-0.1	1	3	nt
COc1cccc(C2OC(=O)c3ccccc3N2C(C)=O)c1OC(C)=O (stereo not drawn)	0	10	-3	0	4	2	-0.3	0	-8	-3
CC(C)CC1Nc2ncnc(N3CCN(c4ccccn4)CC3)c2N(Cc2ccc(Br)cc2)C1=O (stereo not drawn)	-4	nt	1	nt	22	nt	0.2	1	4	-2
CCOCCCN1CN(Cc2ccccc2)CNC1=S	-8	-1	-3	4	14	8	0.4	0	5	-2
COc1cccc(C2=NOC(C(=O)NCc3cccnc3)C2)c1 (stereo not drawn)	-10	3	-7	-3	6	-56	1.0	0	-17	0
O=C(COc1ccc(Cl)cc1Cl)N/N=C/C1CC=CCC1 (stereo not drawn)	-4	1	5	5	-6	10	-0.1	1	-4	-2
Cc1cc(C(=O)NCC2CCCCC2)ccc1[N+](=O)[O-]	-57	4	7	2	nt	-74	1.6	nt	4	-1
Cc1cc(C)n(-c2cc(Oc3ccccc3)ncn2)n1	-16	1	2	5	13	-16	1.1	-1	11	4
Cc1ccc(C(=O)CC(=O)c2cccc(F)c2)c(O)c1	-9	4	11	4	30	-9	0.9	0	8	-3
COc1c(Br)cc([N+](=O)[O-])c(OC)c1C(=O)NC(=O)Nc1nc(C)cc(C)n1	nt	-3	nt	3	5	4	nt	1	nt	1
CCCc1nc(N)c(C#N)c(N)c1C#N	22	2	-13	1	9	-4	-0.3	3	-13	1
COCC(=O)Nc1ccccc1C#N	-1	0	-7	-6	10	-22	-1.1	0	-11	-1
O=C(O)C(Cc1c[nH]c2ccccc12)N1CCS(=O)(=O)CC1 (stereo not drawn)	23	0	-6	1	26	-2	-0.2	0	-8	0
CN(C(=O)CSc1nnc(-c2ccc(OC(F)F)cc2)n1N)C1CCS(=O)(=O)C1 (stereo not drawn)	-2	nt	-2	nt	8	nt	-0.2	3	-5	-3
NC(=O)NC(=O)CC1S/C(=N/N=C/c2ccccc2)NC1=O (stereo not drawn)	-1	0	-2	3	4	-13	-0.6	0	15	-5
O=C(CSc1nnc(NC(=O)c2c(F)cccc2F)s1)NCc1ccco1	-20	nt	-3	nt	31	nt	0.3	2	-10	-2
O=C(C#Cc1ccccc1)c1ccco1	-141	101*	-96*	5	-94*	54	-4.1	5	-96	2
CCOC(=O)/C(C#N)=C/c1cc2ccccc2nc1Cl	-80	1	6	-1	19	-1	-0.6	2	23	0
O=C(CSCc1ccccc1)Nc1ccc(S(=O)(=O)Nc2ncccn2)cc1	-2	1	-5	-1	-10	1	0.0	3	-3	-1
Cc1cc(F)ccc1S(=O)(=O)Nc1ncnc2scc(-c3ccc(F)cc3)c12	27	11	3	2	28	-27	-0.1	0	-3	-1
c1ccc(Cn2nnnc2C(c2cccs2)N2CCCCCC2)cc1 (stereo not drawn)	30	-2	0	0	21	-6	-0.4	3	22	0
Cc1ccc(S(=O)(=O)c2c(CO)c(-c3ccccc3)nn2C)cc1	20	-2	1	-2	1	-20	-0.4	2	5	-5
O=C(NCc1ccco1)c1noc2c1CCCC2	-43	1	5	-1	-1	-23	0.4	-1	-1	2
O=C(NCC(=O)N1CCN(C(=O)c2ccco2)CC1)c1ccc(Br)cc1	-1	-7	1	-4	21	-31	-0.9	3	24	-5
ONC(=Nc1cccc(C(F)(F)F)c1)c1cccnc1	11	-2	-3	0	2	-28	-0.2	-3	-2	-1
O=S(=O)(NC(=NC1CCCCC1)c1ccccc1)c1ccc(F)cc1	-7	1	3	3	5	-39	0.0	2	21	0
Oc1ccc[n+](/C=C\c2ccccc2)c1	-36	nt	-1	nt	24	nt	0.8	0	-1	-4
O=C(NCN1C(=O)C2C3C=CC(C3)C2C1=O)Nc1ccccc1O (stereo not drawn)	-26	2	-5	-2	8	-2	-0.2	3	-1	5
COc1ccc(/C=C/C(=O)Nc2nonc2NC(C)=O)cc1	-155	0	8	3	23	-24	1.2	0	23	-2
Cn1c2ccccc2c2cnn(CC(=O)O)c(=O)c21	9	-4	-1	0	19	-23	-0.3	3	11	nt
Cc1c(C(=O)Nc2ccccn2)sc2nc3n(c(=O)c12)CCC3	-86	-13	25	0	37	-123	0.0	-3	28	-1
CCCS(=O)(=O)c1nc(S(=O)(=O)c2ccc(C)cc2)c(N2CCN(CC)CC2)s1	-44	0	-3	-9	17	-8	-0.7	2	1	0
COC(=O)c1ccc(C(=O)OC)c(NC(=S)N2CCN(c3cc(Cl)ccc3C)CC2)c1	36	2	10	0	15	7	0.1	1	-2	6
CN(Cc1ccc(Cl)cc1)C(=O)CCl	-14	0	-2	-1	2	-36	-3.5	-4	3	-1
O=C(COc1ccc(S(=O)(=O)NC2CCCCC2)cc1)NC1CCCC1	47	-1	-12	4	21	-11	-0.9	-3	-20	-2
CC1(c2nnc(-c3ccncc3)o2)CC(c2ccccc2)=NO1 (stereo not drawn)	37	nt	-3	nt	15	nt	-0.2	2	-16	0
CCCNC(=O)COCc1cc(-c2ccc3c(c2)OCO3)on1	-66	-3	5	0	25	-57	3.6	2	9	-1
O=C(NS(=O)(=O)c1ccc(Cl)cc1)c1ccccc1	-18	3	-2	4	29	1	0.1	4	-1	-1
Cc1cc(C)nc(NC(=O)CSc2nc3ccccc3o2)n1	-153	-6	3	0	26	-71	1.2	-2	7	-1
Cc1cccc(NS(=O)(=O)c2ccc(C(=O)N3CCN(c4ccccc4O)CC3)cc2)c1C	-4	0	2	-2	42	-4	-0.9	-1	-12	-2
O=C(NCc1ccc(Cl)cc1)NCC(F)(F)F	12	-2	-1	-2	15	-9	-0.2	0	2	1
COc1ccc(C(=O)c2cc3c(cc2[N+](=O)[O-])OCCO3)cc1	9	2	1	2	12	-10	0.3	4	8	1
CCCCC(c1nnnn1C1CCCC1)N1CCN(C(=O)c2ccco2)CC1 (stereo not drawn)	7	1	-1	0	19	-7	-0.3	1	22	-1
O=c1[nH]c(=O)n(Cc2ccccc2)c2c1CCC2	10	3	4	0	28	-5	-0.1	0	7	-2
CCCNC(=O)NC(=O)CSc1nnc(-c2c[nH]c3ccccc23)o1	-6	0	0	5	3	3	-0.9	-1	9	1
O=C(CCc1nnc2ccc(NCc3ccccc3Cl)nn12)NC1CCCC1	26	4	-10	-4	0	-23	-0.3	0	-1	-1
Cc1cc(F)ccc1S(=O)(=O)N1CCCCC1CCNC(=O)C(=O)NCc1ccccn1 (stereo not drawn)	1	nt	-5	nt	5	nt	0.2	0	-24	-1
O=C(CSc1nc2ccccc2c(=O)n1-c1ccc(F)cc1F)Nc1ccc(N2CCOCC2)cc1	11	4	10	-1	9	-13	-0.4	0	14	-1
COC(=O)C(=O)/C=C(\O)c1ccc(C)cc1	-40	-7	2	0	26	-1	0.2	0	9	nt
O=C(Nc1ccc(F)cc1F)NC1CCCc2ccccc21 (stereo not drawn)	1	5	-2	-4	17	-37	-0.3	-1	2	0
CCc1cc2c3c(c1)C(C)CC(C)(C)N3C(=O)/C2=C1\SC(=O)NC1=O (stereo not drawn)	9	4	6	1	7	-4	-0.2	-1	-14	14
Brc1ccc(Cn2c(-c3cncs3)nc3ccccc32)cc1	-112	5	25	0	15	-30	1.9	0	?	-5
CCN(CC)c1ccc(NC(=O)CSc2nc3ccccc3c(=O)[nH]2)cc1	0	11	-1	-1	15	36	-0.3	1	10	-2
COC(=O)c1ccc(COc2ccc(C=O)cc2OC)o1	-27	-7	-6	0	22	-8	0.2	0	-9	1
O=C(NCCc1ccc(Cl)cc1)C(=O)Nc1cc2c3c(c1)CC(=O)N3CCC2	25	nt	-4	nt	10	nt	0.0	-4	-15	-4
CSc1ccccc1OCc1cc(C(=O)NC(C)c2cnn(C)c2)no1 (stereo not drawn)	-62	-7	21	0	-33	-124	2.3	3	25	-1
CCCNC(=O)C1CCN(S(=O)(=O)c2ccc3c(c2)OCCO3)CC1	1	nt	-2	nt	15	nt	0.0	2	-13	1

Copied from the entries so far (10 entries):
SMILES	aSyn 5UTR inh	IEC-6 cytotox	HSF1 inhib	HSP90 inh	AI-2 QS modul	KLF5 inhibitor	HIF act	GSK3beta inhib	HSF-1 act	GSK3A inh
O=C(Nc1ccc2nc(SCc3ccc(Cl)cc3)sc2c1)c1ccccc1C(=O)N1CCOCC1	-15	-4	18	4	40	-2	-2.0	-3	3	nt
O=[N+]([O-])C1=C(Nc2cccc3ccccc23)CS(=O)(=O)C1	0	2	0	3	17	-3	-0.3	2	5	-4
Cc1ccccc1-c1nc(CN2CCC(C(=O)NC3CC3)CC2)c(C)o1	4	6	-3	0	3	-4	-0.2	0	-8	-1
NS(=O)(=O)c1ccc(CNC(=S)NC2CC2)cc1	-15	4	2	0	10	-5	-0.4	2	37	-1
Cc1cccc(NS(=O)(=O)c2coc(C(N)=O)c2)c1C	-25	2	1	-5	16	-32	-0.1	1	3	nt
COc1cccc(C2OC(=O)c3ccccc3N2C(C)=O)c1OC(C)=O (stereo not drawn)	0	10	-3	0	4	2	-0.3	0	-8	-3
CC(C)CC1Nc2ncnc(N3CCN(c4ccccn4)CC3)c2N(Cc2ccc(Br)cc2)C1=O (stereo not drawn)	-4	nt	1	nt	22	nt	0.2	1	4	-2
CCOCCCN1CN(Cc2ccccc2)CNC1=S	-8	-1	-3	4	14	8	0.4	0	5	-2
COc1cccc(C2=NOC(C(=O)NCc3cccnc3)C2)c1 (stereo not drawn)	-10	3	-7	-3	6	-56	1.0	0	-17	0
O=C(COc1ccc(Cl)cc1Cl)N/N=C/C1CC=CCC1 (stereo not drawn)	-4	1	5	5	-6	10	-0.1	1	-4	-2

From PubChem
